Assay outcomes from PubChem.
MCL1-BIM inh: disrupts human MCL1 binding to BIM-BH3 peptide. GST-MCL1 / FITC-Bim-BH3 fluorescence polarization. inhibition, % at 10.9 µM. 0.68% of 320,000 active;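 active = inhibition above the mean inhibition of all tested compounds plus 3 SD, set per campaign, cut at about 40% in these data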;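 also: 0% = DMSO wells and 100% = unlabeled Bim-BH3 peptide control; higher means more loss of mP so more displacement of Bim peptide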
Target sequence (Q07820 whole entry, looked up): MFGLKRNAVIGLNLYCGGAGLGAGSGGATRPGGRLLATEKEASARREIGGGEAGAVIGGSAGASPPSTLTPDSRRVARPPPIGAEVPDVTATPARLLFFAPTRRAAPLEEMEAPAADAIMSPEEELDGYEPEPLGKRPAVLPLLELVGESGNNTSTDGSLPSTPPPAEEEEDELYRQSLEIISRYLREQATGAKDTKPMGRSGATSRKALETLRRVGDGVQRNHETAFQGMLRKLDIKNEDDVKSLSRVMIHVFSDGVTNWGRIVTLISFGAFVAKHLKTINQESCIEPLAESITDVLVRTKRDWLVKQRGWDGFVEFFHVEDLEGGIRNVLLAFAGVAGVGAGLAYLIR
MEX-5 binding: C. elegans MEX-5 TCR-2 RNA binding activity; MEX-5/FITC-TCR2 RNA binding, fluorescence polarization; stronger effect = lower value; 0.38% of 300,000 active; Q9XUB2; activity score (negative = inhibition of binding), % at 10 µM;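 active = inhibition past about -25% in most replicates, and total fluorescence under double the plate's negative control median, limit read from the data; inconclusive = replicates evenly split on the limit, or fluorescence at least double controls; inactive = too little inhibition in most replicates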;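 also: 0% = DMSO and -100% = 5 µM competing unlabeled TCR2 RNA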
AGP1-GFP MLPCN: alters AGP1-GFP fluorescence in TOR pathway yeast screen | 0.02% of 320,000 active | S. cerevisiae AGP1-GFP multiplex flow cytometry, 3 h; GFP as percent of DMSO wells | GFP response vs DMSO, % at 10 µM;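 active = GFP response relative to DMSO above a set limit, near screen average plus 3 SD, cut at about 150% in these data; inconclusive = fewer than 70 cells counted for the yeast strain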;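 also: median GFP channel fluorescence of the gated AGP1 strain per well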
BCLXL inh: inhibitors of human Bcl-xL | inhibition, % at 10.9 µM | 0.7% of 320,000 active | GST-Bcl-xL / FITC-Bim BH3 peptide fluorescence polarization;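 active = inhibition above the mean of all tested compounds plus 3 SD, cutoff set per campaign, cut at about 30% in these data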;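 also: 0% = DMSO wells and 100% = unlabeled Bim-BH3 peptide competitor; inhibitors lower millipolarization by displacing the labeled peptide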
Fam108B counter: Fam108B inhibition, counter-screen for RBBP9 inhibitors; recombinant Fam108B, FP-Rh probe fluorescence polarization; inhibition, % at 9.51 µM; 0.33% of 300,000 active; AID 1947;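 active = inhibition above the screen mean inhibition plus 3 SD, computed separately per campaign, cut at about 18% in these data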;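 also: inhibitors lower polarization as less probe binds the enzyme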
VLA-4 inh: inhibition in a human VLA-4 binding assay | P13612 | VLA-4 expressing cells, ligand binding flow cytometry | inhibition, % (about 7 µM as worked out from the volumes in the protocol) | 0.2% of 330,000 active | AID 2557; in the data active = inhibition above about 50%
GRK2 aptamer HTS: blocks RNA aptamer binding to human GRK2 | P25098 | 0.59% of 330,000 active | inhibition of aptamer binding, % at 10 µM | bead flow cytometry, FAM-aptamer displacement from GRK2;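 active = inhibition of aptamer binding above 40%, roughly 3 SD of noise, on plates passing a quality check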;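 also: median bead fluorescence of bound FAM aptamer so fluorescent compounds give negative values; no value below 0 was filed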
CIT2-GFP yeast: modulators of TOR pathway CIT2-GFP in S. cerevisiae | S. cerevisiae CIT2-GFP strain, flow cytometry, 3 h; 100 means same as DMSO wells | GFP response vs DMSO, % at 10 µM | 0.065% of 320,000 active | AID 2029;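 active = GFP response relative to DMSO above a set limit, near the screen mean plus 3 SD, cut at about 150% in these data; inconclusive = Fewer than 70 cells measured for a yeast strain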;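 also: ratio of well median GFP fluorescence to mean of DMSO wells on the plate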
GLD-1 TGE inh: GLD-1-TGE RNA interaction inhibition (C. elegans) | Q17339 | purified GLD-1 + fluorescein TGE RNA, fluorescence polarization | inhibition, % at 5.96 µM | 0.44% of 320,000 active | AID 2280;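 active = percent inhibition above a per-plate cutoff, the plate mean of test compounds plus 3 SD, cut at about 30% in these data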;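 also: 0% = DMSO wells with GLD-1 and probe and 100% = wells lacking GLD-1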
Target sequence (Q17339 whole entry, looked up): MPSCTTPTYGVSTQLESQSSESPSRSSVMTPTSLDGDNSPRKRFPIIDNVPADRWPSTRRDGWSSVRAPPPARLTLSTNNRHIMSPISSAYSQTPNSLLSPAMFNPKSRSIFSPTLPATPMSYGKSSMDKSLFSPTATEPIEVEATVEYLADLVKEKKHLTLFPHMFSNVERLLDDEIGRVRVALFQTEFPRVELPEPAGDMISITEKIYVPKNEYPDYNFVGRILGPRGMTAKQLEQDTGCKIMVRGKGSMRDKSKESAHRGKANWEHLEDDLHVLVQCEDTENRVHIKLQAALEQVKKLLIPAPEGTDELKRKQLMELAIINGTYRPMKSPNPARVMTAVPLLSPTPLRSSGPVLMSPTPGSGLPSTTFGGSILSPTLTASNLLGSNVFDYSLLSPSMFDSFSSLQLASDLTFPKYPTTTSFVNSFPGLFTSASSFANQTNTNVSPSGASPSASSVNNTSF
* = called active by the depositor; i = inactive; ? = inconclusive; . = no result given. An unsorted share of the library; any-hit rate near 2.2%.

Second line of a record: MCL1-BIM inh	MEX-5 binding	AGP1-GFP MLPCN	BCLXL inh	Fam108B counter	VLA-4 inh	GRK2 aptamer HTS	CIT2-GFP yeast	GLD-1 TGE inh
- CCOCCCNC(=O)C(NC(=O)c1ccc(=O)[nH]c1)c1ccc(C)cc1 (stereo unspecified)
  1	0.8	99	2	2	2	1	98	-2
- C=CCN1C(=O)CSc2ccc(C(=O)NCc3ccco3)cc21
  2	-1.8	113	3	0	-1	0	110	-1
- O=[N+]([O-])c1cc(S(=O)(=O)N2CCCC2)ccc1OCc1ccccc1
  1	0.7	93	1	0	1	2	105	4
- CCCCCCSc1ccc(-c2nc3cc(C)ccn3c2NC2CCCCC2)cc1
  .	.	97	.	.	-18	0	96	-41
- O=c1oc2ccccc2nc1/C=C(\O)c1ccc(Br)cc1
  -5	-0.8	?	-5	1	8	1	102	0
- COc1ccc(Nc2nc(N3CCOCC3)nc(N3CCOCC3)n2)c(OC)c1
  17	-1.4	104	7	0	-4	0	111	-7
- COc1ccc(C2N(c3ccccc3)CCN2c2ccccc2)cc1O
  5	-0.8	100	3	9	11	0	90	0
- COc1ccc(C2C(C#N)=C(N)N(c3ccccc3)C3=C2C(=O)CCC3)cc1Cn1cc([N+](=O)[O-])cn1 (stereo unspecified)
  -1	1.2	105	7	1	-6	1	103	-1
- Cc1nn(CC(=O)N2CCC(C)CC2)c(=O)c2cccn12
  10	-0.2	101	4	-1	8	0	107	4
- CCOC(=O)c1csc(NC(=O)c2cc(-c3ccccn3)nc3ccccc23)n1
  .	.	100	.	.	-4	0	105	3
- C(=N\Nc1ncnc2nc[nH]c12)/c1cccs1
  6	-11	104	0	6	29	0	104	3
- COc1ccc(N2CCN(S(=O)(=O)c3c(C)noc3/C=C/N(C)C)CC2)cc1
  -17	-0.2	93	-12	2	1	3	98	-4
- Cc1cc(C(=O)CSc2nn3c(=O)c(C(C)(C)C)nnc3s2)c(C)n1-c1ccc(F)cc1
  5	0.9	95	1	-2	-4	0	93	4
- CC(=O)N1N=C(c2ccncc2)OC1(Cc1ccccc1)Cc1ccccc1
  2	-3.6	104	6	1	-1	0	95	3
- Cc1ccc(NC(=O)c2ccc(Cn3cc([N+](=O)[O-])cn3)cc2)c(C)c1
  0	-3.0	95	-2	6	7	0	92	-10
- CCN(C(=O)c1cc2c(=O)n3ccccc3nc2s1)C1CCCCC1
  9	2.7	101	5	2	1	2	101	-3
- CC1CN(C(=O)CSc2nnc3c(Cl)cc(Cl)cn23)CC(C)O1 (stereo unspecified)
  -15	5.2	103	-5	-1	5	0	98	-11
- CC1(CO)COC(c2ccccc2)=N1 (stereo unspecified)
  4	-1.5	109	5	-1	-2	3	101	24
- CCC(C(=O)Nc1cccc(C(F)(F)F)c1)c1ccccc1 (stereo unspecified)
  8	1.3	98	1	2	i	6	102	12
- O=C(CNC(=O)COc1ccccc1)NCCN1CCOCC1
  -3	.	94	-1	.	-7	0	94	3
- COc1ccc(S(=O)(=O)Nc2ccccc2C(=O)N2CCCCC2)cc1C
  3	0.3	94	-1	1	6	2	100	6
- CCOC(=O)c1cc(NC(=O)c2ccc(C)cc2)c(=O)oc1-c1ccccc1
  9	1.6	104	6	2	3	0	99	10
- CN(CC(=O)Nc1ccc(Cl)c(C(F)(F)F)c1)C(=O)CNC(=O)C1CCCCC1
  -2	.	99	2	.	10	2	93	4
- CCCc1cc(=O)[nH]c(SCC(=O)Nc2ccc3ccccc3c2)n1
  .	.	92	.	.	3	0	97	6
- COc1ccccc1NC(=O)COC(=O)c1oc2ccccc2c1C
  3	-1.7	99	-4	-1	-5	3	94	-3
- CC1CC(C)CN(C(=O)C2CCN(S(=O)(=O)N3CCC4(CC3)OCCO4)CC2)C1 (stereo unspecified)
  1	0.5	100	2	2	-6	9	119	-4
- CCn1c(-c2ccccc2Cl)nn(CC(=O)Nc2cc(Cl)ccc2Cl)c1=S
  17	1.0	92	6	1	2	0	90	-4
- CCOc1[nH]n(-c2ccccc2)c(=O)c1C=Nc1ccc(C(=O)OC)cc1
  3	0.1	108	10	6	-2	3	110	1
- Cc1c(O)ccc2cc(S(=O)(=O)c3ccccc3)c(=O)oc12
  37	-24	95	37*	0	1	1	103	34*
- CCOC(=O)c1c(NC(=O)CN2C(=O)NC3(CCCCCC3)C2=O)sc(C)c1-c1ccc(C)cc1
  2	-0.1	96	3	-9	23	4	100	0
- O=C(CN1CCN(c2ccccc2O)CC1)NC(=O)NCc1ccco1
  -7	-0.9	100	4	-3	10	0	99	4
- Cc1cc(=O)n2nc(N3CCC(C(=O)NCc4ccccc4Cl)CC3)sc2n1
  -2	0.7	111	1	3	5	0	101	-3
- COc1ccc2[nH]c(=O)c(COC(=O)c3cccs3)cc2c1
  8	-4.2	99	2	-1	17	0	101	-6
- CC(C)NS(=O)(=O)c1ccc(CCC(=O)NCc2cccnc2)cc1
  -1	-3.9	92	0	2	1	0	85	5
- CC1CCC2(CC1)NC(=O)N(Cc1cc(=O)n3ccsc3n1)C2=O (stereo unspecified)
  -4	0.2	102	2	-3	-3	1	97	5
- Cc1ccc2[nH]c3c(=O)n(CC(=O)Nc4ccccc4N4CCN(C)CC4)ncc3c2c1
  9	0.0	?	2	-2	4	0	?	-5
- C#Cc1ccc([C@@H]2C=C(C(=O)OCC=C)O[C@H](OCc3ccc(CO)cc3)C2)cc1
  4	1.8	84	3	-3	15	0	90	-5
- CC1CC(C)(C)NC(=S)N1CCCC(=O)Nc1ccccc1F (stereo unspecified)
  -1	0.5	99	5	1	6	1	94	-8
- COc1cccc(NC(=O)Cn2c(=O)n(CCC(=O)NC3CCN(Cc4ccccc4)CC3)c(=O)c3ccccc32)c1
  -2	-0.1	97	3	1	0	0	88	6
- CCC(=O)N1CCCN(S(=O)(=O)c2ccc(C)cc2)C1c1ccc(OC)cc1 (stereo unspecified)
  7	-1.0	105	3	-2	5	0	101	3

Some of these compounds in order of their number in AGP1-GFP MLPCN, rising.
Molecule | AGP1-GFP MLPCN
CC(C)NS(=O)(=O)c1ccc(CCC(=O)NCc2cccnc2)cc1 | 92
COc1cccc(NC(=O)Cn2c(=O)n(CCC(=O)NC3CCN(Cc4ccccc4)CC3)c(=O)c3ccccc32)c1 | 97
CCOC(=O)c1cc(NC(=O)c2ccc(C)cc2)c(=O)oc1-c1ccccc1 | 104
Cc1cc(=O)n2nc(N3CCC(C(=O)NCc4ccccc4Cl)CC3)sc2n1 | 111

The list goes on:
Second line of a record: MCL1-BIM inh	MEX-5 binding	AGP1-GFP MLPCN	BCLXL inh	Fam108B counter	VLA-4 inh	GRK2 aptamer HTS	CIT2-GFP yeast	GLD-1 TGE inh
- CC(C(=O)OCC(=O)NC1CCCCC1)N1C(=O)c2ccccc2C1=O (stereo unspecified)
  .	.	99	.	.	-11	0	98	3
- CCn1ncc(Br)c1C(=O)Nc1c(C)nn(Cc2c(F)c(F)c(F)c(F)c2F)c1C
  .	.	89	.	.	11	1	90	.
- CCOC(=O)C1CCN(c2ncnc3c2cnn3-c2ccc(Cl)cc2)CC1
  -8	.	98	-3	0	-18	2	93	-8
- CC1Cc2ccccc2N1c1ncnc2nc[nH]c12 (stereo unspecified)
  -4	-3.0	100	0	0	-4	5	96	1
- COc1nc(C)ccc1-c1noc(-c2ccccn2)n1
  -2	-0.4	95	0	-2	10	3	108	-1
- N#Cc1c(C(F)(F)F)cc(-c2cccs2)nc1SCc1ccc(Cl)nc1
  1	1.4	.	0	-6	2	0	105	6
- COc1cc(OC)cc(-c2nnc(SCC(=O)N3CCCCC3)o2)c1
  0	-0.7	105	2	3	-14	3	104	4
- CC(C)CC(O)C1CCN(C(=O)CCc2nnc(-c3ccc4c(c3)OCO4)o2)CC1 (stereo unspecified)
  .	0.2	105	.	.	23	2	109	.
- O=C(Nc1cccc(O)c1)c1ccc(Br)cc1
  -5	0.1	90	2	0	1	3	93	5
- Cc1ccc(NC(=O)CSc2nnc(N)s2)cc1S(=O)(=O)N1CCCCC1
  7	2.6	99	5	-1	-6	0	94	5
- O=C(CCCCCn1c(=O)[nH]c2ccsc2c1=O)NCc1ccc(F)cc1
  1	-6.1	100	1	-5	10	2	99	0
- O=C(CN1CCN(Cc2ccccc2Cl)C1=O)NCc1cccnc1
  -1	-0.1	91	1	1	5	1	92	3
- CCCNC(=O)c1nc(C)c(C)nc1C(=O)Nc1cccc(Cl)c1
  -4	1.5	107	5	-3	-11	0	109	-1
- COc1cccc(/C=N/Nc2cc(C)nc(-c3ccccc3O)n2)c1O
  13	-1.2	94	9	11	-6	0	99	9
- Nc1cc(S(=O)(=O)Nc2cc(Cl)ccc2Cl)ccc1N1CCOCC1
  21	-1.4	101	13	-2	2	1	101	7
- O=C(c1[nH]ncc1[N+](=O)[O-])N1CCOCC1
  11	2.0	94	9	-2	5	10	100	4
- OCC1(Cc2ccc(F)cc2)CCCN(CCc2ccccc2)C1 (stereo unspecified)
  1	0.1	96	4	0	10	1	102	3
- CCNC(=O)c1ccccc1SCC(=O)Nc1ccc(F)cc1
  -3	-1.7	110	7	2	5	0	101	5
- CCc1cccc(NS(=O)(=O)c2csc(C(N)=O)c2)c1
  6	0.6	101	6	-1	3	1	99	3
- COc1ccc(C)cc1S(=O)(=O)N1CCN(C)CC1c1ccccc1 (stereo unspecified)
  8	.	90	3	.	-8	1	92	-1
- COc1ccccc1N1CCN(C(=O)CCCCn2c(=O)[nH]c3ccsc3c2=O)CC1
  0	.	89	3	1	-7	4	91	10
- COc1ccc(C(=O)/C=C(\C)NCc2ccc3c(c2)OCO3)cc1
  1	3.0	99	3	-1	-2	0	100	6
- COc1ccc(N(CC(=O)Nc2ccc(C)cn2)S(=O)(=O)c2c(C)nn(C)c2C)cc1
  8	.	98	1	4	3	0	93	-2

As a working copy, part of the list above:
Second line of a record: MCL1-BIM inh	MEX-5 binding	AGP1-GFP MLPCN	BCLXL inh	Fam108B counter	VLA-4 inh	GRK2 aptamer HTS	CIT2-GFP yeast	GLD-1 TGE inh
- CCc1cccc(NS(=O)(=O)c2csc(C(N)=O)c2)c1
  6	0.6	101	6	-1	3	1	99	3
- COc1ccc(C)cc1S(=O)(=O)N1CCN(C)CC1c1ccccc1 (stereo unspecified)
  8	.	90	3	.	-8	1	92	-1
